# Anthrax LF prot = blocks Bacillus anthracis lethal factor protease; 360,000 tested, 0.12% active; multiplex microsphere protease cleavage assay, LF; inhibition, % at 10 µM; also: plate controls were buffer without enzyme for full effect and enzyme alone for no effect
# Target sequence (P15917 whole entry, looked up): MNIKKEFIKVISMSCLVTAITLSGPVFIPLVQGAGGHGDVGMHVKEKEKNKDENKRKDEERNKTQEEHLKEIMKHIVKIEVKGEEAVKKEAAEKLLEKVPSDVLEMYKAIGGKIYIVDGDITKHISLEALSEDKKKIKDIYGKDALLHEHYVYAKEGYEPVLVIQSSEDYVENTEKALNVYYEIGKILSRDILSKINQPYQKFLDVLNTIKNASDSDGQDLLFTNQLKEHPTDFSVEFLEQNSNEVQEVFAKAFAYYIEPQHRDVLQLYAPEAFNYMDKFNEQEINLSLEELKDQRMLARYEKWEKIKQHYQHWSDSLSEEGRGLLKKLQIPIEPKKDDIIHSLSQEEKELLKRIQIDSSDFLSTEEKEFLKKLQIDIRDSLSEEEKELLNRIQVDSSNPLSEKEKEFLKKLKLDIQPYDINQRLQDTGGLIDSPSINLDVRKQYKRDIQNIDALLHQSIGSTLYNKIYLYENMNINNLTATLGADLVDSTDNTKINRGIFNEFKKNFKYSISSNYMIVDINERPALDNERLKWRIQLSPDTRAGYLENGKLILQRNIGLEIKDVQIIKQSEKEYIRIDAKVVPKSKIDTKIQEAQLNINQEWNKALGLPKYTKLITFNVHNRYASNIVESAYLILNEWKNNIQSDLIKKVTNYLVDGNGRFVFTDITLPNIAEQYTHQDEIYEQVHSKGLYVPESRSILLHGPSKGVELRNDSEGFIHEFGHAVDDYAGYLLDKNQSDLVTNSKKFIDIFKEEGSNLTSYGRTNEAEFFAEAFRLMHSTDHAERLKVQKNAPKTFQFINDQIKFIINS
# PfHsp40 rescue = rescue of PfHsp40-mediated yeast toxicity; growth rescue, % at 12.5 µM; AID 504582; S. cerevisiae expressing PfHsp40, growth rescue, ATP luminescence; 340,000 tested, 0.68% active; in the data active = growth rescue above about 28%, passing the limit was not always enough; inconclusive = no clear call, values can overlap the other calls;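 also: yeast W303a lacking pdr1 and pdr3 grown in galactose medium; growth measured after three days at 30 °C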
# PriA SSB inh = inhibitors of Klebsiella pneumoniae PriA binding to SSB C-terminal tail; AlphaScreen SSBct-PriA binding, biotinylated peptide; inhibition, % at 33 µM; 430,000 tested, 0.6% active; in the data active = inhibition mostly above about 37%, no sharp cut-off; inactive = mostly below about 20%;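 also: plate controls were negative control peptide for no effect and reference peptide for full effect; strong numbers were not always called active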
# BoNT-A LC inh2 = inhibitors of Botulinum neurotoxin A light chain protease; 360,000 tested, 0.17% active; inhibition, % at 10 µM; multiplex microsphere protease substrate cleavage, flow cytometry; AID 588499; also: plate controls were buffer without enzyme for full effect and enzyme alone for no effect
# TcdB GH inh = blocks C. difficile toxin B glycohydrolase activity; P18177; TcdB glycohydrolase enzymatic assay, plate reader; inhibition, % at 9.99 µM; 350,000 tested, 0.24% active; AID 652162; in the data active = inhibition above about 10%
# BH1578 lux ind = induces V. cholerae light production without autoinducers. V. cholerae BH1578 lux reporter, luminescence, 6 h. activation, % at 18.7 µM. 350,000 tested, 0.16% active; in the data active = activation mostly above about 9.7%, no sharp cut-off; inconclusive = no clear call, values can overlap the other calls; inactive = mostly below about 3.7%; also: not every result past the cut was called active; inactives centre near 0; reference of the scale not given here
# DUSP3 inh = inhibitors of human VHR1 phosphatase (DUSP3); recombinant VHR phosphatase, pNPP absorbance; inhibition, % at 13.3 µM; 290,000 tested, 0.52% active; AID 1654; in the data active = inhibition above about 50%; also: some compounds called inactive have numbers as strong as hits
# Target sequence (P51452 whole entry, looked up): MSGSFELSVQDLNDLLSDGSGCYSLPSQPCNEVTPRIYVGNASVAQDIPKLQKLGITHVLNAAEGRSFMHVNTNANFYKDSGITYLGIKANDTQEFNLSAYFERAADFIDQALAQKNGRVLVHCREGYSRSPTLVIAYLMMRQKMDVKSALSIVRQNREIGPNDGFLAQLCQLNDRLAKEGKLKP
# CCHF vOTU inh = CCHFV vOTU protease inhibition; Pep-AMC fluorescence; inhibition, % at 11.5 µM; 370,000 tested, 0.55% active; in the data active = inhibition above about 30%; also: 0% = vehicle wells with enzyme and 100% = no enzyme wells
# 3CLpro inhibitor = SARS-CoV 3CLpro protease inhibition | P0C6X7 | recombinant SARS-CoV 3CLpro, quenched FRET peptide cleavage | inhibition, % at 6 µM | 290,000 tested, 0.14% active | AID 1706; in the data active = inhibition above about 12%
# Y pestis TopoI = blocks Yersinia pestis topoisomerase I activity. Y. pestis Topo-I cleavage product accumulation, plate reader. activity, % at 10 µM. 360,000 tested, 0.064% active. AID 504884; in the data active = activity above about 50%, passing the limit was not always enough; inconclusive = no clear call, values can overlap the other calls; also: inactives centre near 2
# Active calls of the source: *; i = inactive; ? = inconclusive; / = not tested or not shown; & = joins results of further samples. Rule as the data show it, unless noted: active = inhibition above about 30%; inconclusive = no clear call, values can overlap the other calls; inactive = below that. Only part of the results is shown; rates above refer to the full screens.
SMILES,Anthrax LF prot,PfHsp40 rescue,PriA SSB inh,BoNT-A LC inh2,TcdB GH inh,BH1578 lux ind,DUSP3 inh,CCHF vOTU inh,3CLpro inhibitor,Y pestis TopoI
CC#CCN(CC#CC)S(=O)(=O)c1ccc(S(=O)(=O)N2CCOCC2)cc1,6,-0.3,10,2.7,/,i,2,5,-2,1
COc1ccc(CCN2CC(C(=O)OCC(=O)NCc3ccccc3Cl)CC2=O)cc1OC (configuration not stated),4,-0.7,-15,-0.1,-1.0,i,/,4,/,7
O=C(CCN1CCC2CCC(C2)C1)c1ccc(F)cc1 (configuration not stated),1,-0.8,-5,-0.6,1.3,i,/,8,/,2
O=C1CN(C(=O)COC(=O)C2=COCCO2)c2ccccc2N1,7,-2.2,-13,0.0,/,8.7,19,6,-1,-13
O=C(CSc1ccc2nnc(-c3cccs3)n2n1)N1CCOCC1,0,-0.2,0,0.2,1.3,-0.3,/,4,/,-1
Cc1c(C(=O)NC2CCC(C)CC2)oc2ccccc12 (configuration not stated),0,-2.0,-14,0.9,1.2,-1.7,-40,-1,-3,14
COC(=O)[C@@]1(Cc2ccc(F)cc2)[C@H]2c3cc(C(=O)N(C)C)n(CCc4ccccn4)c3C[C@H]2CN1C(=O)c1ccccc1,/,/,3,/,0.1,/,-7,3,0,/
CC(c1ccccc1)n1c(-c2cccs2)nc2c(c(=O)c3ccccc3n2C)c1=O (configuration not stated),1,/,-8,-0.8,1.9,-0.9,-4,6,1,11
C/C(=N/NC(=O)c1cnccn1)c1ccncc1,1,0.4,/,-0.5,0.1,1.0,20,6,1,6
Cc1ccc2cc(CCNC(=O)c3ccc(C)c([N+](=O)[O-])c3)c(=O)[nH]c2c1,0,1.2,-2,1.1,0.1,-0.3,0,-14,-1,14
Cc1ccc(N)cc1S(=O)(=O)N(C)C,6,1.1,3,0.3,0.0,i,16,-1,-1,1
O=C(CCc1ccccc1Cl)Nc1cc(S(=O)(=O)N2CCOCC2)ccc1N1CCCC1,-3,0.9,9,-2.0,0.6,-0.9,/,3,/,0
CCOc1ccc(NC(=O)c2ccc3[nH]c(=O)c(=O)[nH]c3c2)cc1,-4,-1.1,-3,-1.9,1.9,i,20,3,-2,-10
CCOc1ccc(-c2nc(N)nc(C)c2-c2ccc(Cl)cc2)c(O)c1,8,4.4,-9,-0.4,-0.4,i,3,7,1,0
Cc1ccc(NC(=O)NCCN2CCCCC2)cc1C,-8,2.5,-23,-2.2,1.7,0.4,91,-15,0,-1
COc1ccc(C(=O)NNC(=O)Cc2coc3cc(OC)ccc23)cc1,3,-0.1,-5,1.0,0.6,i,/,9,/,-5
COc1ccc(-n2c(=S)[nH]c3cc(C(=O)Nc4ccc(C)c(F)c4)ccc3c2=O)c(OC)c1,-7,-0.8,12,0.0,0.4,-1.6,20,12,4,1
O=C1CC2(CCN(S(=O)(=O)c3ccccc3)CC2)Oc2ccccc21,0,0.3,-3,-1.0,1.4,-0.3,/,-11,/,22
O=C(Nc1ncn[nH]1)c1cc(S(=O)(=O)Nc2ccc(Cl)cc2)ccc1Cl,-2,-1.1,0,-0.4,-0.2,-0.4,-1,-2,-2,-6
CCOC(=O)c1[nH]c(C)c(CN(C(C)=O)c2ccc(OCC)cc2)c1C,-1,1.5,2,0.0,-0.4,-0.6,21,3,2,9
Cc1ccc(Cl)c(OCCN2CCCC(C)C2)c1 (configuration not stated),3,-0.4,6,0.2,/,4.9,4,5,6,2
Cc1ccc(S(=O)(=O)Nc2ccc(NC(=O)CN3CCCCC3)c(Cl)c2)cc1,-10,-0.2,-2,1.4,/,i,2,12,0,25
CCOC(=O)c1sc2nc(N3CCOCC3)c3c(c2c1N)CCC3,-3,-0.9,-3,0.3,/,0.3,15,-158,3,7
NCc1ccc2[nH]c(=O)[nH]c2c1,2,0.5,5,0.0,0.9,2.2,3,-11,-2,1
O=C(Cc1nnc(NC(=O)c2ccccc2)s1)N/N=C/c1ccc(O)cc1,0,-1.4,/,-2.7,0.5,-1.6,11,1,-4,-3
O=C(CN(C(=O)CNS(=O)(=O)c1ccc(F)cc1)c1ccc(F)cc1)NCc1ccco1,15,-0.1,5,0.8,4.6,i,24,2,-2,0
COc1ccc(/C=N/N2CCN(C)CC2)c(OC)c1OC,0,0.3,/,1.7,1.3,0.0,26,-9,2,9
O=C(Nc1cccc(S(=O)(=O)NC2=NCCCCC2)c1)c1cc(-c2ccccc2Cl)nc2ccccc12,0,-0.9,-8,-0.3,/,i,10,-7,3,10
COc1ccccc1N1CCN(C(=O)C2CCN(S(=O)(=O)N3CCOCC3)CC2)CC1,-1,0.1,-7,-0.1,/,i,45,-1,-2,-2
O=C(CCCCCN1C(=O)[C@@H]2Cc3ccccc3CN2C1=O)Nc1ccccc1F,0,-0.2,1,-4.0,0.4,i,69,-3,-1,16
CC1(C)CC(=O)C(C=NCCN2CCN(CC(=O)Nc3ccc(F)cc3)CC2)=C(O)C1,1,12,-10,0.7,0.7,-0.3,13,4,-3,-9
Cc1c(Cl)cccc1Nc1nc(N)nc(CSc2nc3ccccc3s2)n1,0,2.9,-9,0.1,0.5,-0.2,-5,-5,2,7
Cc1cc(=O)c(C(=O)O)nn1-c1ccccc1,-3,-0.5,7,-0.9,0.6,-0.2,8,-1,2,-8
Nc1nonc1-n1nnc(C(=O)N/N=C/c2cccnc2)c1CSC1=NCCS1,3,0.4,i,3.4,1.4,-0.6,-11,-12,4,-2
COc1ccccc1CO/N=C/c1cccn1-c1nccc(N(C)C)c1C#N,-1,-1.0,/,-0.3,/,i,20,7,5,24
Cc1ccc(NC(=O)c2[nH]cnc2C(=O)NN)cc1,-6,5.0,-6,-0.5,0.2,-0.3,34,12,2,17
CCOC(=O)c1ccc(NC(=S)N2CCN(C(=O)C3CCCO3)CC2)cc1 (configuration not stated),0,0.8,-15,1.1,0.8,i,12,-2,2,4
CN(C)S(=O)(=O)c1ccc(N2CCCC2)c(C(=O)NCc2ccc(Cl)cc2)c1,/,-0.5,-12,/,/,-1.7,27,10,6,36
Cc1ccc2c(c1)S(=O)(=O)c1ccc3ccccc3c1N2,-4,-0.8,-2,-0.2,0.9,i,/,19,/,-3
CC(C)C(=O)Nc1nc(-c2ccccc2)ns1,-7,-1.4,-9&-11,?,/,-3.0,-1,-1,-1,9
O=C(NN1C(=O)C2C(C1=O)C1C=CC2C12CC2)c1cccnc1 (configuration not stated),0,0.2,-3,0.8,-0.1,-0.4,8,-7,5,-2
CCN(CC)S(=O)(=O)c1ccc2c(c1)nc(CCC(=O)Nc1cccc(C(F)(F)F)c1)n2CC,1,1.7,-12,-0.2,/,-0.2,21,10,4,20
O=C1CSC(c2ccccc2F)N1c1ccccc1 (configuration not stated),-1,0.8,-9,1.5,/,-1.2,12,-11,2,0
Cc1cc(C(=O)Nc2ccc(S(=O)(=O)Nc3onc(C)c3C)cc2)cs1,2,-0.5,-10,1.2,/,-1.2,35,2,-1,5
CCOC(=O)c1c(NC(=O)CSc2nc3ccccc3c(=O)n2-c2ccccc2)sc(C(C)=O)c1C,-1,-0.3,7,-1.0,0.0,-0.3,14,-3,-3,-3
CC(C)NS(=O)(=O)c1ccc(CCC(=O)N2CCC(C(N)=O)CC2)cc1,2,-0.7,0,-1.2,0.5,-0.7,20,-8,3,4
Cc1cccc(NC(=S)N2CCN(c3ccc(F)cc3)CC2)c1,0,-1.3,4,-0.1,0.5,i,14,23,3,-3
CCc1ccc(C(O)c2ncc(-c3cccc4ccccc34)[nH]2)cc1 (configuration not stated),-1,/,/,-0.8,-0.7,0.4,/,11,/,10
Cc1ccc(-n2c(O)c(/C=C/C=Nc3ccccc3)c(=O)[nH]c2=O)cc1,2,-0.1,/,0.4,1.5,i,8,14,0,-10
COc1ccccc1-c1cn[nH]c1-c1ccc(OCc2ccccc2)cc1O,-1,214*,3,-1.9,1.3,-0.5,31,6,11,10
O=C(c1ccc(F)c(S(=O)(=O)N2CCOCC2)c1)N(c1ccccc1)c1ccccn1,7,0.3,-12,-0.5,0.1,-0.2,33,-9,3,-11
CCOC(=O)C1CCCN(C(=O)C2CCN(S(=O)(=O)c3cccs3)CC2)C1 (configuration not stated),0,-0.3,-8,-0.7,/,-1.0,33,-8,2,0
COc1ccccc1CNCC(=O)Nc1ccc(C(F)(F)F)cc1,-15,0.8,-13,-0.8,-0.9,i,1,17,2,8
CCN(CC)C(=O)CSc1nc(O)c(Cc2ccccc2)c(=O)n1-c1ccccc1C,3,0.1,-12,-1.8,1.0,i,-7,1,4,3
CCn1c(SCC(=O)NCc2cccs2)nnc1-c1ccco1,-1,-1.3,-1,0.6,/,-0.2,21,13,-3,7
CCOC(=O)C1=C(COc2ccc(F)cc2Cl)NC(=O)NC1c1cc(C)ccc1C (configuration not stated),-9,12,-1,-0.7,/,i,27,7,3,-2
C=CCOC(=O)C1=C[C@@H](c2ccc(Br)cc2)C[C@@H](OCc2ccc(CO)cc2)O1,2,16,-4,0.3,-2.8&0.3,-0.5,16,-1,3,18
COc1ccc(CCN2C(=O)C3C4CC(C5C(C(=O)N/N=C\c6ccc(Cl)cc6)=NOC45)C3C2=O)cc1OC (configuration not stated),0,-0.8,/,-0.4,/,0.2,30,-6,5,11
Cc1ccc(NC(=O)c2ccc(Cl)c(NC(=O)c3cccs3)c2)cc1,3,35*,-13,2.4,1.7,-0.6,18,7,-3,-1
COC(=O)/C=C/CC(C)OS(N)(=O)=O (configuration not stated),3,1.0,-13,0.2,1.5,-0.6,9,15,-1,2

# The list goes on; it opens with the 4 that closed the last part.
SMILES,Anthrax LF prot,PfHsp40 rescue,PriA SSB inh,BoNT-A LC inh2,TcdB GH inh,BH1578 lux ind,DUSP3 inh,CCHF vOTU inh,3CLpro inhibitor,Y pestis TopoI
C=CCOC(=O)C1=C[C@@H](c2ccc(Br)cc2)C[C@@H](OCc2ccc(CO)cc2)O1,2,16,-4,0.3,-2.8&0.3,-0.5,16,-1,3,18
COc1ccc(CCN2C(=O)C3C4CC(C5C(C(=O)N/N=C\c6ccc(Cl)cc6)=NOC45)C3C2=O)cc1OC (configuration not stated),0,-0.8,/,-0.4,/,0.2,30,-6,5,11
Cc1ccc(NC(=O)c2ccc(Cl)c(NC(=O)c3cccs3)c2)cc1,3,35*,-13,2.4,1.7,-0.6,18,7,-3,-1
COC(=O)/C=C/CC(C)OS(N)(=O)=O (configuration not stated),3,1.0,-13,0.2,1.5,-0.6,9,15,-1,2
COc1ccc(CN(C(=O)CN2C(=O)c3ccccc3S2(=O)=O)C(C(=O)NCC2CCCO2)c2ccco2)cc1 (configuration not stated),-3,0.5,-11,-0.2,2.1,-0.3,43,2,7,10
COc1ccc(C(=O)NC(=S)Nc2ccc(N3CCOCC3)c(Cl)c2)cc1[N+](=O)[O-],-2,2.9,1,0.5,/,-0.3,2,1,7,5
CCCCN(C(=O)c1c(C)[nH]c(C(=O)OCC)c1C)c1ccccc1,-3,0.1,4,-1.0,/,3.3,18,4,1,39
O=[N+]([O-])/C(=C\Nc1ccccc1Cl)S(=O)(=O)c1ccccc1,-4,-0.8,/,-0.3,/,i,-5,/,4,0
COC(=O)c1nn(C23CC4CC(CC(C4)C2)C3)c2c1C(=O)N(c1ccc(F)cc1)C2=O,-3,-0.3,-18,0.3,/,-0.6,16,-12,2,3
COc1ccc(C(=O)NNC(=O)c2cc3cccc(OC)c3oc2=O)cc1,-2,-0.8,-6,-0.2,1.5,-0.4,4,-2,4,11
COc1cc(OC)nc(/N=C/NO)n1,/,/,/,/,-0.4,-0.6,10,-9,2,2
